# High-throughput results from PubChem.
# BAZ2B inh: qHTS Assay for Inhibitors of BAZ2B; Bromodomain adjacent to zinc finger domain protein 2B (Homo sapiens), Q9UIF8; AlphaScreen BAZ2B-H3K14Ac peptide displacement; Potency, µM (series often up to 114 µM), without a hit: at the top dose activity change, negative = inhibition, actives largely listed as inhibitors; 360,000 compounds, 4.4% hits; AID 504333, 2011; also: potency is read from the fitted curve at half-maximal effect; % is scaled to controls: 0 for no effect and ±100 for the full control effect; nearly all actives have a fitted effect of over 60% in size
#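 Multi-concentration screen (max 110 uM) measuring displacement of acetylated histone H3 peptide from BAZ2B by AlphaScreen, using 50 nM protein, 50 nM peptide and 10 ug/mL streptavidin donor plus Ni-chelate acceptor beads.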
# JMJD2A Tudor: qHTS Assay for Inhibitors of JMJD2A-Tudor Domain; Lysine-specific demethylase 4A (Homo sapiens), O75164; AlphaScreen JMJD2A-Tudor / H3K4me3 peptide binding; Potency, µM (top dose mostly 114 µM), for the others: top-dose activity change, negative = inhibition, most hits filed as inhibitors; 390,000 compounds, 4.4% hits; AID 504339, 2011; also: potency is read from the fitted curve at half-maximal effect; % is scaled to controls: 0 for no effect and ±100 for the full control effect; nearly all actives have a fitted effect of over 50% in size
# PI4K2A inh: qHTS for small molecular inhibitors of PI4K2A; AID 1346378, 2018; activity change, negative = inhibition, % at 76.9 µM; purified PI4K2A, ADP-Glo luminescence, 1 h; hits give low values; 420,000 compounds, 0.13% hits; Phosphatidylinositol 4-kinase type 2-alpha (Homo sapiens), Q9BTU6; in the data active = activity change below about -50%; inconclusive = mostly about -30% to -49%;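 also: -100% = wells without enzyme as full effect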
#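 ADP-Glo luminescence measured ADP generated by PI4K2A enzyme (4 ug/mL before mixing) with 1.2 mM PI substrate (pre-mix) and 300 microM ATP (pre-mix). Tris pH7.5 buffer with MgCl2, Triton X-100; 1 h reaction at ambient temperature.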
# GLS inhibitor: qHTS for Inhibitors of Glutaminase (GLS); 410,000 compounds, 0.21% hits; Glutaminase kidney isoform, mitochondrial (Homo sapiens), O94925; GLS enzymatic activity, qHTS titration; Potency, µM (top dose mostly 45.5 µM), for the others: at the highest dose activity change, negative = inhibition, usual class: inhibitors; also: potency is read from the fitted curve at half-maximal effect; % is scaled to controls: 0 for no effect and ±100 for the full control effect
#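 hKGA; 45 mM KH2PO4 pH 8.2 + 0.02% Tween-20; cpd via pin tool; 1 mM Gln soln; GluOx/HRP/Amplex Red; RT 30 min; fluor. t0 & final.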
# RGS4 inhibitor: Inhibitors of Regulator of G Protein Signaling (RGS) 4: qHTS; Transcreener GDP fluorescence polarization, RGS4-accelerated GTP hydrolysis; Potency, µM (highest dose often 114 µM), without a hit: at the highest dose activity change, negative = inhibition, actives largely listed as inhibitors; 390,000 compounds, 0.039% hits; AID 504845, 2011; also: potency is read from the fitted curve at half-maximal effect; % is scaled to controls: 0 for no effect and ±100 for the full control effect; nearly all actives have a fitted effect of over 75% in size; some results filed as inactive show a strong effect at the top dose
#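 MLSMR compounds (23 nl, pin-transferred) preincubated 10 min at room temperature with a 500nM (2x) first reagent, then RGS4 at 900nM (2x) plus Transcreener GDP mix added; fluorescence polarization (620/688 nm) read before and after 90 min at 30 °C.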
# HP1b chromo inh: HTS for Inhibitors of HP1-beta Chromodomain Interactions with Methylated Histone Tails | AlphaScreen HP1-beta / biotin-H3K9me3 peptide binding | 390,000 compounds, 0.56% hits | AID 540317, 2011 | Potency, µM (series often up to 114 µM), inactives show at the highest dose activity change, negative = inhibition, most hits filed as inhibitors; also: potency is read from the fitted curve at half-maximal effect; nearly all actives have a fitted effect of over 70% in size; inactives centre near 23
#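 HP1-beta protein (50 nM final) preincubated 30 min at room temperature with biotinylated H3(1-18)K9me3 peptide (50 nM) in PBS pH 7.4, 0.01% Tween-20, then compound added for 30 min. AlphaScreen streptavidin donor/nickel chelate acceptor beads (10 ug/mL final), 30 min dark, luminescence read.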
# ERG Ets-DNA blk: qHTS for Small Molecule Inhibitors of the ERG Ets/DNA interaction. Transcriptional regulator ERG (Homo sapiens), P11308. 370,000 compounds, 0.028% hits. fluorescence polarization, His-ERG Ets domain / labelled DNA. Potency, µM (titrated, usually from 76.9 µM), for the others: top-dose FP activity, negative = inhibition, actives largely listed as inhibitors; active = well fitted inhibition curve with a large enough effect in the polarisation, with a control signal flat; inconclusive = small, poorly fitted or top-dose-only effect, or effect the other way, or a change in a side signal; inactive = no such curve, though single readings can be large or run the other way; the % refers to the polarisation;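 also: polarization taken with two DNA probes labelled with fluorescein and Texas red; potency is read from the fitted curve at half-maximal effect; % of control where 0% means no effect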
#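 His-tagged ERG Ets domain (1 uM in the protein solution; 300mM KCl, 50mM Tris-HCl, 1mM EDTA, 1mM DTT, pH 7.5) received compound, then a probe mix of 5 nM fluorescein-DNA and 100nM Texas-615-DNA. Fluorescence polarization was read for both dyes.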
# 12-LOX inh: Primary qHTS assay for inhibitors of human arachidonate 12S-lipoxygenase (ALOX12): Round 2; Polyunsaturated fatty acid lipoxygenase ALOX12 (Homo sapiens), P18054; purified 12hLO, xylenol orange hydroperoxide absorbance; Potency, µM (titrated, usually from 108 µM), inactives show at the highest dose activity change, negative = inhibition, hits mostly inhibitors; 580,000 compounds, 1.1% hits; AID 1671190, 2021; also: potency is read from the fitted curve at half-maximal effect; % is scaled to controls: 0 for no effect and ±100 for the full control effect
# Target sequence (P18054 whole entry, looked up): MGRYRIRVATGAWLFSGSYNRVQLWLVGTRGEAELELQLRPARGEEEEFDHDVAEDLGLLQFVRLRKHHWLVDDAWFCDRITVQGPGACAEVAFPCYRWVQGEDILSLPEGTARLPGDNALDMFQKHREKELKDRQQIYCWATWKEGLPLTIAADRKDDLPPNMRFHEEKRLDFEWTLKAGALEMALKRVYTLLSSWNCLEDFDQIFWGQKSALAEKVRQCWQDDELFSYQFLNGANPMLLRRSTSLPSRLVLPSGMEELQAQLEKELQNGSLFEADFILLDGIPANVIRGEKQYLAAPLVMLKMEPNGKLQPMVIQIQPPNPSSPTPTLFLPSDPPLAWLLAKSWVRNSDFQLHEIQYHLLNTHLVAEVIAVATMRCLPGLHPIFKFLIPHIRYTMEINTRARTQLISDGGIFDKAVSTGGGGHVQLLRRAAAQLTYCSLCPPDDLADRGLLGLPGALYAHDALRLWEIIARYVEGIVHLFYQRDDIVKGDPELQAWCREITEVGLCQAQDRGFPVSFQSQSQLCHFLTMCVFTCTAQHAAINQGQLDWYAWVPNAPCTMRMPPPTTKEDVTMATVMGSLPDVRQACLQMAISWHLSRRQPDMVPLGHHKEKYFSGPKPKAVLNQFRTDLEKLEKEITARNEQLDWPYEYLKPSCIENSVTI
#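 Hydroperoxide product was detected by ferrous iron/xylenol orange as the 573 to 405 nm absorbance ratio. Arachidonic acid at 40 uM (final) was turned over for 30 min at room temperature by 150 nM human 12hLO, pH 7.0 Hepes buffer, after 15 min compound preincubation.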
# G9a block: qHTS Assay for Inhibitors of Histone Lysine Methyltransferase G9a | G9a H3K9 monomethylation, AlphaScreen, 2 h | AID 504332, 2011 | Potency, µM (doses to about 102 µM), inactives show at the top dose activity, negative = inhibition, usual class: inhibitors | 350,000 compounds, 8.8% hits | Histone-lysine N-methyltransferase EHMT2 (Homo sapiens), Q96KQ7; also: potency is read from the fitted curve at half-maximal effect; % is scaled to controls: 0 for no effect and ±100 for the full control effect; nearly all actives have a fitted effect of over 75% in size
# Target sequence (Q96KQ7 913-1193 limits assumed): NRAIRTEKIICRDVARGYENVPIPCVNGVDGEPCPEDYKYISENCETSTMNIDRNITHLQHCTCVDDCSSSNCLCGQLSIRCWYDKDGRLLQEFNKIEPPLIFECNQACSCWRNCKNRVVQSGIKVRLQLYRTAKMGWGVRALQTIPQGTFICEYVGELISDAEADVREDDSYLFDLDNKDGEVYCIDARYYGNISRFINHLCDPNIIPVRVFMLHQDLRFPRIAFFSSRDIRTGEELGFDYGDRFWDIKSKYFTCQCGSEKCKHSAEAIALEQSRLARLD
#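 Quantitative HTS format: methyltransferase activity on a biotin-tagged H3K9 peptide is measured by AlphaScreen, using a rabbit anti-monomethyl-H3K9 antibody with streptavidin donor and anti-IgG acceptor beads. Final levels are 20 nM enzyme, 500 nM peptide, 20 uM SAM; 2 h RT.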
# An asterisk follows results filed as active; ? = inconclusive; . = not tested or not shown; [ ] = remark or other dose. Unless noted, calls follow the shape of the dose curve; as a rule, active = well fitted curve in the direction sought with a large enough effect; inconclusive = small, poorly fitted or top-dose-only effect, or another doubt; inactive = no such curve, though single readings can be large; an effect the other way counts as inactive or inconclusive. These rows are one share of the data; the hit share may differ from the screen's.
SMILES,BAZ2B inh,JMJD2A Tudor,PI4K2A inh,GLS inhibitor,RGS4 inhibitor,HP1b chromo inh,ERG Ets-DNA blk,12-LOX inh,G9a block
Nc1nnnn1CC(=O)N/N=C/C=C/c1ccccc1,-24%,3%,0,2%,-17%,26%,1%,340%[activator],-1%
O=S(=O)(c1ccc(Br)cc1)N1CCCc2ccccc21,82%[activator],121%[activator],2,2%,14%,180%[activator],15%,3%,217%[activator]
C=CCOc1ccc(-c2nc3c(c(=O)[nH]c(=O)n3CCCC)n2C)cc1OC,-10%,32µM*,-4,-9%,?,-29%,1%,-5%,17%[59 µM]
O=C(CSc1nnc(SCc2cccc3ccccc23)s1)N/N=C/c1c[nH]c2ccccc12,-7%,-30%,-5,-11%,-22%,11%,7%,-16%,?
O=C1CC(=O)N2CCSC2=N1,.,-14%,-2,-7%,-27%,18%[57 µM],0%,0%,.
CCCOc1ccc(S(=O)(=O)N2CCN(C)CC2)c2ccccc12,?,-33%,1,2%,-33%,16%,-3%,?,-18%
O=C(CCc1nnc2ccc(N3CCCC3)nn12)Nc1ccc(F)cc1F,-5%,3%,-6,0%,5%,44%[activator],5%,-5%,13%
COc1cc2c(cc1NC(=O)c1ccccc1F)CCCC2,43%[activator],33%,-6,2%,10%,119%[activator],5%,-27%,-4%[59 µM]
COc1ccc(CCNC(=O)COc2ccc(N(C)S(=O)(=O)c3ccc(Cl)cc3)cc2)cc1,-2%,-4%,-6,1%,39%[activator],-1%,3%,-1%,2%
O=C(c1cc2ccc([N+](=O)[O-])cc2oc1=O)N1CCOCC1,-2%,-6%,0,-1%,2%,40%[activator],-5%,2%,21%[12.7 µM]
CC(=O)CCc1ccc(OCCCCN2CCC(Cc3ccccc3)CC2)cc1,50µM*,3.5µM*,3,-6%,13%,?,0%,?,10µM*
O=C1CC(c2ccc(F)cc2)c2c(c3ccccc3[nH]c2=O)O1 (configuration not stated),-16%,0%,0,11%,8%,28%,-1%,-3%,0%[59 µM]
Cc1nn(-c2nc3ccccc3[nH]2)c(N)c1-c1ccccc1,1%,-9%,3,-12%,-1%,64%[activator],1%,16%,-8%[59 µM]
CCOc1ccc(CC(=O)Nc2sc(Cc3ccccc3)c(C)c2C(N)=O)cc1OCC,?,-35%,-5,2%,-53%,-17%,-2%,0%,5%[2.33 µM]
CCN(CCO)Cc1csc2ccc(Br)cc12,3%,-10%[11.4 µM],0,15%,-18%[11.4 µM],12%,10%,13%,?
CCn1c(CCCNC(=O)c2ccc(F)cc2)nc2ccccc21,8%,-15%,0,-6%,17%,16%,6%,8%[57.4 µM],-10%[59 µM]
Cc1ccc(S(=O)(=O)N2CCN(C(=O)c3n[nH]c(=O)c4ccccc34)CC2)cc1,-6%,3%,-19,2%,-3%,56%[activator],1%,-2%,29%
CCOc1ccc(Nc2nc(Cc3nnc(SCC(=O)c4ccc(C)c(C)c4)o3)cs2)cc1,?,?,-2,21%,9%,-12%,.,-1%,-7%[12.7 µM]
O=C(CCN1C(=O)c2cccc3cccc(c23)C1=O)N1CCOCC1,-10%,-25%,4,-1%,-4%,3%,4%,6%,-1%[59 µM]
O=S(=O)(c1ccc(Cl)c(Cl)c1)N1CCc2nc3ccccc3n2CC1,4%,-10%,2,-7%,-35%,26%,2%,-20%,15%[59 µM]
O=C(Nc1nnc(S(=O)(=O)N2CCc3ccccc32)s1)c1ccccc1Cl,0%,3%,8,0%,-8%,28%,1%,-17%,7%[59 µM]
Cc1ccc(S(=O)(=O)NCc2ccco2)cc1C,-39%,-18%,0,-4%,-11%,21%,.,-12%,-30%
COc1ccccc1N1CCN(/N=C/c2cc(OC)c(OC)c(OC)c2)CC1,?,?,2,24%,2%,?,.,1%,?
CCOC(=O)c1ccc(NC2=CC(=O)C(=O)c3ccccc32)cc1,?,?,-25,-4%,-22%,?,8%,?,?
NC(=O)N\N=C/C=C/C=C/c1ccc(F)cc1,-10%,-5%,0,0%,5%,40%[activator],4%,?,7%
# Additional structures follow:
SMILES,BAZ2B inh,JMJD2A Tudor,PI4K2A inh,GLS inhibitor,RGS4 inhibitor,HP1b chromo inh,ERG Ets-DNA blk,12-LOX inh,G9a block
COc1cc(C(=O)NNC(=O)c2cc(=O)[nH]c3ccccc23)cc(OC)c1OC,-5%,-8%,0,-3%,2%,27%,1%,-12%,1%
CCC(=O)N1CCN(c2ccccc2NC(=O)c2ccc([N+](=O)[O-])o2)CC1,-1%,-15%,-3,-9%,-14%,12%,-2%,-14%,4%
Cc1ccc(S(=O)(=O)N2CCN(C(=O)N3CCOCC3)C2c2ccc(N(C)C)cc2)cc1 (configuration not stated),12%,-18%,0,5%,5%,12%,5%,?,12%[59 µM]
C=CCOC(=O)C1=C(C)NC(SCC(=O)Nc2nccs2)=C(C#N)C1c1ccc(Cl)cc1 (configuration not stated),4%,-10%,1,0%,-5%,38%[activator],1%,0%[57.4 µM],.
CC(C)(O)CN(C(=O)c1ccccc1)C1CCCCC1,.,-1%,10,-8%,-8%,20%,5%,2%,.
CCN(CC(=O)Nc1ccccc1C(F)(F)F)C(=O)CN1C(=O)NC2(CCCCC2)C1=O,12%,-15%,1,17%,7%,31%,9%,7%,25%[0.501 µM]
CCOC(=O)C(NC(=O)c1ccc(F)cc1)(Nc1nnc(C)s1)C(F)(F)F (configuration not stated),-3%,-9%,-4,-1%,-17%,12%,-6%,11%,-1%[12.7 µM]
O=C(NCC1COc2ccccc2O1)C1C2C=CC3(CN(Cc4ccccc4Cl)C(=O)C13)O2 (configuration not stated),11%,-2%,0,-1%,-8%,40%[activator],8%,0%,?
COc1cccc(-c2noc(-c3ccc(Cl)nc3)n2)c1,7%,15%,-4,1%,14%,29%,12%,0%,35%
Cc1cc(C)c2c(n1)SCCN2C(=O)Nc1ccc(C(=O)Nc2cc(Cl)ccc2C)cc1,3%,-2%,-1,-6%,-9%,40%,6%,-16%,?
Cc1[nH]n(-c2ccc(Cl)cc2)c(=O)c1C(=O)c1ccccc1,-7%,-29%,-8,0%,-20%,28%,-9%,?,.
O=C(O)C(O)c1ccco1 (configuration not stated),8.9µM*,22µM*,-9,?,-26%,?,-10%,.,11µM*
C=CCNC(=O)C1COc2ccccc2O1 (configuration not stated),4%,-22%,-4,-1%,22%,2%,4%,15%,10%
O=c1oc2ccc(Cl)cc2cc1-c1ccccc1,-2%,-4%,1,0%,-9%,35%,-7%,-2%,-1%[59 µM]
Cc1ccc(-c2cc(C(=O)O)c3cc(Br)ccc3n2)o1,56µM*,25µM*,-13,-13%,?,-25%,-3%,16µM*,1.3µM*
CC1CC(=O)C(C(C2=C(O)CC(C)CC2=O)c2ccccc2)=C(O)C1 (configuration not stated),.,-2%,-6,29%,?,40%[activator],-3%,15%,.
COc1ccc(CC(=O)Nc2ccc(S(=O)(=O)Nc3nccs3)cc2)cc1,-26%,?,-2,22%,-16%,-8%,1%,16%,-79%

# Part of the list above, tab-delimited.
mol	BAZ2B inh	JMJD2A Tudor	PI4K2A inh	GLS inhibitor	RGS4 inhibitor	HP1b chromo inh	ERG Ets-DNA blk	12-LOX inh	G9a block
CCN(CC(=O)Nc1ccccc1C(F)(F)F)C(=O)CN1C(=O)NC2(CCCCC2)C1=O	12%	-15%	1	17%	7%	31%	9%	7%	25%[0.501 µM]
CCOC(=O)C(NC(=O)c1ccc(F)cc1)(Nc1nnc(C)s1)C(F)(F)F (configuration not stated)	-3%	-9%	-4	-1%	-17%	12%	-6%	11%	-1%[12.7 µM]
O=C(NCC1COc2ccccc2O1)C1C2C=CC3(CN(Cc4ccccc4Cl)C(=O)C13)O2 (configuration not stated)	11%	-2%	0	-1%	-8%	40%[activator]	8%	0%	?
COc1cccc(-c2noc(-c3ccc(Cl)nc3)n2)c1	7%	15%	-4	1%	14%	29%	12%	0%	35%
Cc1cc(C)c2c(n1)SCCN2C(=O)Nc1ccc(C(=O)Nc2cc(Cl)ccc2C)cc1	3%	-2%	-1	-6%	-9%	40%	6%	-16%	?
Cc1[nH]n(-c2ccc(Cl)cc2)c(=O)c1C(=O)c1ccccc1	-7%	-29%	-8	0%	-20%	28%	-9%	?	.
O=C(O)C(O)c1ccco1 (configuration not stated)	8.9µM*	22µM*	-9	?	-26%	?	-10%	.	11µM*
